# Source: PubChem BioAssay (Broad Institute)
# CD40 NFkB inh – CD40 pathway inhibition in BL2 cells; BL2 NF-kB luciferase reporter, CD40L-induced, 4 h; inhibition, % at 10 µM; actives 0.94% (n = 83,000); AID 1053188;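 active means mean inhibition of at least 50% with a set share of replicates also reaching that level; inconclusive means no clear call, values can overlap the other calls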;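 further: 0% = neutral control wells and 100% = IKK inhibitor VII at 50 µM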
# * marks the source's active call; other numbers are inactive results; ? = inconclusive; [ ] = dose if it differs, or a comment. An excerpt (hit frequency here may not be typical).
CD40 NFkB inh | Compound
4.8[25 µM] | O=C(Cc1ccncc1)Nc1ccc2c(c1)[C@H]1C[C@@H](CC(=O)N3CCc4ccccc4C3)O[C@@H](CO)[C@H]1O2
-102.9 | CN(C)CCCN(C(=O)c1ccc(Br)s1)c1nc2cc3c(cc2s1)OCCO3
4.7 | Cc1ccc2c(c1)CCCN2C(=O)c1ccc2c(c1)OCO2
-4.4 | C=C(C)Cn1c(CCNC(=O)CCC)nc2ccccc21
-4.7 | CCCN(Cc1nnc(-c2cccs2)o1)C(=O)CN1C(=O)NC2(CCCCC2C)C1=O (stereo not drawn)
3.2[25 µM] | CCS(=O)(=O)N1CC2(C1)[C@@H](c1ccccc1)[C@@H](CO)N2Cc1ccc(F)cc1
-18.3 | C#CCSc1nnc(-c2cccc3ccccc23)o1
-3.7 | COC(=O)c1ccc(CNC(=O)COC(=O)/C=C/c2ccc(OC)c(OC)c2)cc1
-29.6 | c1ccc(CCc2nc(-c3ccncc3)no2)cc1
3.5 | CC(C)NC(=O)N1Cc2cc(C(=O)NC3CCCC3)nc(-c3cccc(-c4cccnc4)c3)c2[C@H]1CCO
21.6 | CC1(C(=O)O)CCC(C(=O)N2CCCCC2)C1(C)C (stereo not drawn)
-14.0 | COc1ccccc1NC(=O)C(=O)NCC1CCCN1S(=O)(=O)c1cccs1 (stereo not drawn)
-12.6 | COc1ccc(-c2noc(CN3CCN(c4ccccc4)CC3)n2)cc1
-5.4[25 µM] | C[C@H](CO)N1C[C@H](C)[C@H](CN(C)Cc2cccnc2)OCc2cnnn2CCCC1=O
11.9 | CCN(CC)S(=O)(=O)c1ccc(N2CCCC2)c(NS(=O)(=O)c2cccs2)c1
-98.2 | C(#Cc1ccccc1)Cn1nnc2ccccc21
-1.2 | O=C(COC(=O)/C=C/c1ccccc1[N+](=O)[O-])NNC(=O)c1ccc(F)cc1
-3.2 | CCCCN(C)Cc1c(C)[nH]c2ccc(Cl)cc2c1=O
11.4 | Cc1cc(NC(=O)c2cc(-c3cccs3)on2)nn1Cc1ccc(Cl)cc1
10.6 | CCCCCC(=O)Nc1ccc(N2CCOCC2)c(S(=O)(=O)Nc2ccc(OC)cc2)c1
? | O=C(c1ccc(O)cc1)c1ccc(O)cc1O
7.5 | Cc1csc(C(=O)O)c1-n1cccc1
-8.4 | Cc1cc(OCC(=O)Nc2cc(S(=O)(=O)N3CCOCC3)ccc2N2CCCC2)ccc1C(C)C
6.2 | CN1C(=O)c2cc(NC(=O)c3cccc(F)c3)ccc2OC[C@H]2O[C@@H](CC(=O)NCC3CC3)CC[C@@H]21
-16.9 | Cn1nccc1C(=O)Nc1ccn(C23CC4CC(CC(C4)C2)C3)n1
7.9 | O=C(NCC(F)(F)F)Nc1cccnc1
-14.5 | CCOc1ccc(NC(=O)CN(C)C(=O)c2ccccc2-n2cnnn2)cc1OCC
2.8[25 µM] | COc1cccc(CNC(=O)[C@H]2[C@H](CO)[C@H]3Cn4c(ccc(-c5cncnc5)c4=O)[C@H]3N2C)c1
-17.1 | Nc1nonc1C(=O)N/N=C/c1ccncc1
-5.1 | CSCCC(NC(N)=O)C(=O)Nc1ccc2ccccc2c1 (stereo not drawn)
-9.2[25 µM] | CCCNC(=O)N1CC2(CCN(Cc3nccs3)CC2)c2c([nH]c3cc(OC)ccc23)[C@@H]1CO
27.9[25 µM] | C[C@@H]1CCCCO[C@@H](CN(C)S(=O)(=O)c2ccc(Cl)cc2)[C@H](C)CN([C@@H](C)CO)C(=O)c2cc(NC(=O)Nc3ccc(C(F)(F)F)cc3)ccc2O1
-38.7 | O=C(N=Nc1c(O)[nH]c2ccccc12)Nc1ccccc1
6.6 | CC(=O)c1c(C)[nH]c(C(=O)Nc2cccc(S(=O)(=O)N3CCOCC3)c2)c1C
-2.0 | Cn1cc(CN2CCC(C(=O)NC(c3ccc(-c4ccccc4)cc3)c3cnccn3)CC2)c2ccccc21 (stereo not drawn)
-2.8 | c1cncc(-c2nc(NCCCn3ccnc3)c3ccccc3n2)c1
-9.3 | CC1CCc2sc(C(=O)OCC(=O)NC(N)=O)cc2C1 (stereo not drawn)
18.5 | Cc1cc(C(=O)Nc2cccc(S(=O)(=O)N3CCCCC3)c2)c2ccccc2n1
8.5 | COc1ccccc1S(=O)(=O)N(C)C[C@H]1OCc2ccccc2-c2c(n(C)c3ccccc23)C(=O)N([C@@H](C)CO)C[C@@H]1C
-9.9[25 µM] | COC(=O)C[C@H]1C[C@H]2c3cc(NC(=O)C4CCOCC4)ccc3O[C@H]2[C@@H](CO)O1
17.7 | CCN(CC(=O)Nc1ccc2c(c1)OCO2)S(=O)(=O)c1ccccc1
1.4 | CN1[C@@H]2Cn3c(ccc(-c4ccc(F)cc4)c3=O)[C@H]1[C@@H](C(=O)NC1CCCCC1)[C@@H]2CO
4.6 | CSc1nc2cc(S(=O)(=O)N3CCCCC3)ccc2s1
-4.6 | Cc1cc(NC(=O)C(C)SCC(=O)N(C)CC(=O)Nc2ccccc2Br)no1 (stereo not drawn)
3.0 | Cc1cc(C(F)F)nn1CC(=O)NCc1ccco1
11.0 | COc1ccc(OC)c(NC(=O)N2CCCC(CNS(=O)(=O)c3cccs3)C2)c1 (stereo not drawn)
13.3 | O=C(NC1CCCC1)C1CCN(S(=O)(=O)c2ccccc2)CC1
0.6 | CCSc1nc(N2CCOCC2)c2c(c1C#N)CC(C)(C)N(C)C2
14.9 | CCc1nc(N)c(C#N)c(-c2ccncc2)c1C
18.9 | Cn1c(=O)c2[nH]c(-c3cccnc3)nc2n(C)c1=O
8.4 | COc1cc2cc(C(=O)N(C)C3CCS(=O)(=O)C3)[nH]c2cc1OC (stereo not drawn)
3.3 | CC1=C/C(=C/N(C)C)C(=O)O1
96.6* | O=C(Nc1ccccc1)c1nnsc1S(=O)(=O)c1ccc(Cl)cc1
16.3 | CC1CCN(C(=O)CCCNC(=O)Cn2cnc3sc4c(c3c2=O)CCCC4)CC1
4.7 | CCCCC(CC)CNC(=O)c1ncn[nH]1 (stereo not drawn)
28.2 | COCCN(C(=O)COC(=O)Cc1coc2cc3c(cc12)CCC3)c1c(N)n(Cc2ccccc2)c(=O)[nH]c1=O
0.0 | CC(C)C1(C2CCCC2)NC(=O)NC1=O (stereo not drawn)
0.6 | CC(C)NC(=O)N1[C@H](CO)[C@@H]2c3ccccc3N(C(=O)C3CCCCC3)C[C@@H]21
-1.8 | O=C(CN1CCN(C(c2ccccc2)c2ccccc2)CC1)NC(=O)NCc1ccco1
-16.2 | CCN(CC1CCCO1)C(=O)CCc1nnc(Cc2ccc3c(c2)OCO3)o1 (stereo not drawn)

# Copied from the list.
# Under CD40 NFkB inh, COc1cc2cc(C(=O)N(C)C3CCS(=O)(=O)C3)[nH]c2cc1OC (stereo not drawn) is listed with 8.4
# Under CD40 NFkB inh, CC(C)NC(=O)N1[C@H](CO)[C@@H]2c3ccccc3N(C(=O)C3CCCCC3)C[C@@H]21 is listed with 0.6

# Other results follow.
CD40 NFkB inh | Compound
7.7 | CC(=O)Nc1cccc(Cl)c1C(=O)O
3.6 | CCOC(=O)C1CCN(C(=O)C2CCN(S(=O)(=O)CC)CC2)CC1
5.3[25 µM] | CCCN(C)C[C@@H]1OCCCC[C@@H](C)Oc2ccc(NC(=O)CCCN(C)C)cc2C(=O)N([C@H](C)CO)C[C@H]1C
-7.9 | O=C(CN1CCN(c2ccccn2)CC1)NCCc1ccccc1
-10.2[25 µM] | COc1ccccc1S(=O)(=O)N1CC[C@@H]2[C@@H](CO)Nc3ccc(Br)cc3[C@@H]21
-39.2[25 µM] | N#Cc1cccc(-c2ccc3c(c2)[C@@H]2[C@@H](CCN2Cc2cncnc2)[C@H](CO)N3)c1
-6.0 | O=C(Nc1ccc(N2CCOCC2)cc1)C1(c2ccc(Cl)cc2)CCC1
11.0 | CN(C)Cc1cn(CC[C@@H]2CC[C@@H](NC(=O)Nc3ccccc3F)[C@H](CO)O2)nn1
5.9 | O=C(NCc1ccc2c(c1)OCO2)Nc1cccc2ccccc12
-5.4[25 µM] | O=C(Cc1ccccc1)NC[C@H]1N[C@H](CO)[C@@H]1c1ccc(-c2ccccc2)cc1
5.9[25 µM] | O=C(CCN1CCCCC1)N[C@H]1CC[C@H](CCn2cc(-c3cccc(F)c3)nn2)O[C@H]1CO
-4.0 | O=C(Cc1cccs1)Nc1ccccc1NC(=O)Cc1cccs1
14.5[25 µM] | CCCNC(=O)N1C[C@@H]2N[C@H](C1)C2c1ccc(-c2cccnc2)cc1 (stereo partly drawn)
0.1 | O=C(O)CC1CCS(=O)(=O)C1 (stereo not drawn)
-25.7 | COc1ccccc1CN(Cc1nc2ccccc2c(=O)[nH]1)C(=O)Nc1cccc(C)c1
-1.1[25 µM] | CN(C)C(=O)[C@H]1[C@H](CO)[C@H]2Cn3c(ccc(-c4cccc(F)c4)c3=O)[C@@H]1N2CC1CC1
-19.1 | CN(C)S(=O)(=O)c1ccc2c(c1)nc(CCC(=O)Nc1ccc3c(c1)OCO3)n2C
-33.6 | COc1cccc(CNc2ccc([N+](=O)[O-])cc2Cl)c1O
3.5 | Cc1cc(NC(=O)c2c(Cl)cccc2Cl)no1
-6.5[25 µM] | CCc1nc(N2[C@H](CO)[C@H](c3ccccc3-c3ccccc3C)[C@@H]2C#N)sc1C
-7.1[25 µM] | CC=Cc1ccc2n(c1=O)C[C@@H]1[C@@H](CO)[C@H](C(=O)N(C)C)[C@H]2N1C(=O)c1ccc(F)cc1 (mixture of isomers)
9.3 | CN(C)C(=O)c1cccc(-c2ccc3c(c2)[C@H]2[C@H](CCN2C(=O)c2cccc(F)c2)[C@@H](CO)N3C)c1
-12.6[25 µM] | O=C(c1cnccn1)N1CC(=O)N2[C@H](C1)[C@@H](c1ccc(C#CC3CC3)cc1)[C@@H]2CO
2.9 | CCCCC(=O)Nc1ccccc1N1CCN(c2ccccc2)CC1
-5.3 | CN1CCCCc2c1nc1ccccc1c2N (tested in a mixture with another compound)
0.2 | CCCNC(=O)c1nc2ncc(Br)cn2n1
-3.1 | O=C(COC(=O)CC12CC3CC(CC(C3)C1)C2)Nc1cccnc1Cl
5.8 | CCOP(=O)(OCC)c1nc(-c2cccc([N+](=O)[O-])c2)oc1N1CCCCC1
-2.4 | COc1ccc(NC(=S)Nc2ccc(S(N)(=O)=O)cc2)c(OC)c1
-2.6 | O=C(Nc1ccc(S(=O)(=O)Nc2ncccn2)cc1)c1ccccc1

# Sorted by molecular weight (low to high): part of the list above
CD40 NFkB inh | Compound
-5.3 | CN1CCCCc2c1nc1ccccc1c2N (tested in a mixture with another compound)
-33.6 | COc1cccc(CNc2ccc([N+](=O)[O-])cc2Cl)c1O
-12.6[25 µM] | O=C(c1cnccn1)N1CC(=O)N2[C@H](C1)[C@@H](c1ccc(C#CC3CC3)cc1)[C@@H]2CO
-6.5[25 µM] | CCc1nc(N2[C@H](CO)[C@H](c3ccccc3-c3ccccc3C)[C@@H]2C#N)sc1C
-7.1[25 µM] | CC=Cc1ccc2n(c1=O)C[C@@H]1[C@@H](CO)[C@H](C(=O)N(C)C)[C@H]2N1C(=O)c1ccc(F)cc1 (mixture of isomers)

# (continued)
CD40 NFkB inh | Compound
4.5 | COC(=O)Cc1cc(OC)c(OC)cc1S(=O)(=O)N(C)C
5.3 | O=C(O)CCN1Cc2ccccc2C1=O
-6.1[25 µM] | COc1ccc2c3c([nH]c2c1)[C@@H](CO)N(C(=O)CC1CC1)CC31CN(Cc2cccnc2)C1
2.9 | Cc1ccc(N2CC(C(=O)NC3CCCCCC3)CC2=O)cc1 (stereo not drawn)
-8.8 | Cc1cc(C)c2c(n1)nn1c(C)c(CCC(=O)NCc3ccco3)c(C)nc21
5.1 | Cc1ccc(C2CC(=O)C(C=NCCN3CCN(CC(=O)Nc4cc(C)cc(C)c4)CC3)=C(O)C2)cc1 (stereo not drawn)
5.1 | CCCCNC(=O)C1CCCNC1=O (stereo not drawn)
9.4 | CC(Cc1cccs1)NC(=O)CCCn1nnnc1CN1CCOCC1 (stereo not drawn)
2.0 | O=[N+]([O-])c1ccc(Sc2ncc3ccccn23)nc1
-6.0 | Cc1ccc(S(=O)(=O)N/N=C2/CC(c3ccccc3)Oc3ccccc32)cc1 (stereo not drawn)
13.5 | Nc1nnc(CC(=O)N/N=C\c2cc([N+](=O)[O-])ccc2O)s1
3.0 | COc1ccc(-c2nnnn2C(C)C)cc1S(=O)(=O)Nc1ccccc1
4.8 | O=C(NCC1CCCN(Cc2ccc3nonc3c2)C1)c1ccc(F)cc1 (stereo not drawn)
-18.2 | O=C(NCCN1CCOCC1)c1ccc2ccccc2n1
4.8 | CCN(CC(=O)Nc1ccc2c(c1)OCCO2)C(=O)C(C)Oc1ccc(F)cc1 (stereo not drawn)
10.9[25 µM] | OC[C@@H]1[C@@H](c2ccc(-c3cccc(F)c3)cc2)[C@H]2CN(Cc3cncnc3)CCCCN12
-0.3[25 µM] | C[C@H]1CN([C@@H](C)CO)S(=O)(=O)c2ccc(-c3cccc(C#N)c3)cc2O[C@@H]1CN(C)C(=O)c1ccccc1
41.4 | O=C(COC(=O)c1nc(Cl)c(Cl)c(Cl)c1Cl)c1ccc[nH]1
11.0 | COc1cc(C2c3cc4c(cc3OC(N3CCOCC3)C2C)OCO4)cc(OC)c1OC(C)=O (stereo not drawn)
-2.4 | CCC1(CC)C(=O)NC(=O)NC1=S
-19.7 | COc1ccc(C2Nc3ccccc3C(=O)N2c2ccccc2)cc1CN1CCOCC1 (stereo not drawn)
-7.6 | Cc1cc(C)nc(Nc2n[nH]c(COc3ccccc3)n2)n1
-0.1 | Cc1ccc(C(=O)NCCc2nnc3c(C(F)(F)F)cc(Cl)cn23)o1
5.8 | O=C(CC1Sc2ccccc2NC1=O)NNc1ccc(F)cc1 (stereo not drawn)
3.0 | CN(C)CCCC(=O)c1ccc2c(c1)OCO2
0.1 | Cn1c(CN2CCCC2)nc2cc(NS(=O)(=O)c3ccccc3)ccc21
4.7 | COc1cccc(CNC(=O)CC2C(=O)NCCN2Cc2ccoc2)c1OC (stereo not drawn)
8.5 | N#C[C@H]1[C@@H](c2ccc(-c3cccc(F)c3)cc2)[C@@H](CO)N1S(=O)(=O)c1cccc(F)c1
8.3 | COc1ccc(CCNC(=O)CSc2nnc3ccc(-c4ccccn4)nn23)cc1
-10.1[25 µM] | COc1ccc2c3c(n(C)c2c1)[C@@H](CO)NCC31CCN(Cc2ccncc2)CC1
